Screening data as filed in PubChem BioAssay.
V1R ag counter: activates human V1a receptor in oxytocin agonist counter-screen. actives 0.25% (n = 320,000). CHO-V1R cells, Fluo-8 calcium fluorescence, agonist mode; 0% DMSO, 100% 3 nM vasopressin. activation, % at 3 µM;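 active means activation above the mean activation of all tested compounds plus 3 SD, per screening run, cut at about 20% in these data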;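 further: signal is peak over basal fluorescence ratio across a 100 second FLIPR read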
Target sequence (P37288 whole entry, looked up): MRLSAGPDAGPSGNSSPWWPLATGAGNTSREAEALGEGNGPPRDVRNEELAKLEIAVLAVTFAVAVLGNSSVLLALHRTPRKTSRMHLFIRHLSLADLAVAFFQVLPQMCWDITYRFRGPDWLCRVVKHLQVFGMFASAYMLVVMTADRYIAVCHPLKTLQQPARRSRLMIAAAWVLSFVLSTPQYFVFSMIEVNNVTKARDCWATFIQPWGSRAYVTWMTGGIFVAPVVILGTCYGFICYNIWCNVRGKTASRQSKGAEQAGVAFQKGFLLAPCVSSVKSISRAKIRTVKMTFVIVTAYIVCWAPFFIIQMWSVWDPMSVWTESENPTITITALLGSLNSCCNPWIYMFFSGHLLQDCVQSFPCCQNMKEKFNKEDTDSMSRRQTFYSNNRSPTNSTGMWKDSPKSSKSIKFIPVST
CHO-K1 Ca antag: nonselective inhibitor or artifact in parental CHO-K1 cells; ATP-induced calcium, Fluo-8 fluorescence; inhibition, % at 3 µM; actives 0.6% (n = 360,000); AID 602250;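 active means inhibition above a per-plate cutoff, the plate's mean sample inhibition plus 3 SD, cut at about 24% in these data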;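 further: 0% = DMSO plus EC80 ATP and 100% = DMSO alone without ATP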
OXTR potentiator: human OXTR potentiation. AID 2445. actives 0.061% (n = 320,000). CHO-OTR cells, Fluo-8 calcium fluorescence, potentiator mode; 0% = oxytocin EC15, 100% = EC100. P30559. activation, % at 3 µM;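 active means activation above that plate's cutoff, the mean activation of tested compounds plus 3 SD, cut at about 6.6% in these data, passing the limit was not always enough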;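 further: 100% uses oxytocin at 75 nM as the full agonist control; some results filed as inactive read as strong as hits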
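Material: CHO-OTR cells, human receptor; compound dosing: single dose, 3.0 µM nominal final compound concentration; schedule: 6 min compound pre-incubation at room temperature, 100 s kinetic read; measured by: kinetic Fluo-8 calcium fluorescence; read-out basis: % activation vs EC15 and EC100 oxytocin; controls: EC15 oxytocin alone as 0%, 75 nM oxytocin as 100%; replicates: singlicate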
M1 ag parental: counter-screen for M1 agonists: effect in parental CHO-K1 cells | Fluo-8 calcium fluorescence; scaled to maximal ATP response, vehicle zero | activation, % at 3 µM | actives 0.48% (n = 360,000); in the data active means activation above about 15%;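 further: untransfected CHO-K1 host cells lacking M1 receptor as counterscreen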
CHO parental Ca: signal in parental CHO cells, OX1R antagonist counter-screen. parental CHO-K1, ATP-induced calcium, Fluo-8 fluorescence. actives 0.63% (n = 330,000). inhibition, % at 5.6 µM;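 active means inhibition above that plate's mean sample inhibition plus 3 SD, cut at about 26% in these data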;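 further: 0% = ATP-challenged DMSO wells and 100% = DMSO wells without ATP; some compounds past the cut are filed as inactive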
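Measured by: calcium-sensitive Fluo-8 fluorescence / Test system: CHO parental line / Controls: ATP-challenged DMSO wells low, unchallenged DMSO wells high / Measure: % inhibition / Compound: single nominal dose of 5.6 µM per compound / Replicates: single well per compound, no replicates / Reagent: ATP as calcium-mobilizing challenge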
M1 PAM parental: counter-screen for M1 PAMs: effect in parental CHO-K1 cells. activation, % at 3 µM. AID 602247. actives 0.02% (n = 360,000). ATP EC20, Fluo-8 calcium fluorescence; 0% at ATP EC20, 100% at ATP max;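 active means activation above the run cutoff, the mean activation of all test compounds plus 3 SD, cut at about 40% in these data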;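 further: peak over basal fluorescence ratio in a 140 s read after ATP addition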
OXTR agonist: activates the human oxytocin receptor; CHO-OTR cells, Fluo-8 calcium fluorescence; normalized: DMSO 0%, oxytocin 100%; activation, % at 3 µM; actives 0.32% (n = 320,000);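 active means activation above the mean of all tested compounds plus 3 SD, cutoff set per screening run, cut at about 20% in these data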;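 further: peak over basal fluorescence ratio from a 100 s FLIPR kinetic read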
TAAR1 antag: antagonists of human TAAR1; CHO RD-HGA16 TAAR1, Fluo-8 calcium fluorescence, antagonist; inhibition, % at 3 µM; actives 1.5% (n = 360,000); AID 624466;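 active means inhibition above a per-plate cutoff, the mean inhibition of test compounds on that plate plus 3 SD, cut at about 49% in these data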;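 further: 0% = DMSO plus EC80 beta-PEA response and 100% = DMSO alone without agonist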
Target sequence (Q96RJ0 whole entry, looked up): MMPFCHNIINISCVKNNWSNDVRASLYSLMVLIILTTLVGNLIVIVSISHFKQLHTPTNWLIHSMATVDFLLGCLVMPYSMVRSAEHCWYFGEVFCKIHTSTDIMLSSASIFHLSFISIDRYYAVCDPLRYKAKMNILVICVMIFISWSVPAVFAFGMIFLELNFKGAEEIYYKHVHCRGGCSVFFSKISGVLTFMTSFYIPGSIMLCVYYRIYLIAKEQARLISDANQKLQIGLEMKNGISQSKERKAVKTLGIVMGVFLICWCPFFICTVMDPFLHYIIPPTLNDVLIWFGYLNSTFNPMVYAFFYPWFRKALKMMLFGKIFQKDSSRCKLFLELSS
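Test system – hTAAR1-expressing CHO RD-HGA16 cells, Gα16-coupled · Reagent – β-PEA at EC80 concentration, post-compound challenge · Compound dosing – 3 µM, single point · Timing – 140 s kinetic read after compound, 140 s after agonist · Detection – Fluo-8 intracellular calcium dye fluorescence, real-time kinetic reads · Control set – DMSO and EC80 PEA controls · Repeats – n of 1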
GPR7 antagonist: human neuropeptides B/W receptor 1 antagonism; GPR7-expressing cells, fluorescence antagonist assay; actives 1.1% (n = 290,000); AID 1861; inhibition, % at 4.4 µM; in the data active means inhibition above about 16%, passing the limit was not always enough;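 further: cells stimulated with the agonist NPW; 0% = agonist with vehicle and 100% = vehicle without agonist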
Target sequence (P48145 whole entry, looked up): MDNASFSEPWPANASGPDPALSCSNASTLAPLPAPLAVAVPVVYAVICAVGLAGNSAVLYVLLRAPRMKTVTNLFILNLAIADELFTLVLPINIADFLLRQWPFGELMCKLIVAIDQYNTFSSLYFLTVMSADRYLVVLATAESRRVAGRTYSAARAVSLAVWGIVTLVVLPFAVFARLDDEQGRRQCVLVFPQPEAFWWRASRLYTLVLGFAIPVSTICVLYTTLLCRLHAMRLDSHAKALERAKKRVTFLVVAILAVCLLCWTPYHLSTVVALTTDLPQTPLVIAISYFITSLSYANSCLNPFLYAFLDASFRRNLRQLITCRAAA
Starred values were filed as active, the others as inactive; x = no result given.

SMILES	V1R ag counter	CHO-K1 Ca antag	OXTR potentiator	M1 ag parental	CHO parental Ca	M1 PAM parental	OXTR agonist	TAAR1 antag	GPR7 antagonist
COc1ccc(NC(=O)CSc2nncs2)cc1OC	0.4	-9	-17	0.6	-12	20	-0.1	7	-14
COc1ccccc1-c1nnc(SCC(=O)NNC(=O)c2ccccc2F)n1C	1.3	-17	1	0.6	-10	17	0.4	-11	x
CCc1nc(NC(=O)c2sc(C)nc2C)sc1C(=O)OC	4.5	-11	-4	1.1	-11	15	-0.5	-3	8
CCOc1ccc(N(CC(=O)Nc2ccc(OC)cc2)S(=O)(=O)c2c(C)[nH]c(=O)[nH]c2=O)cc1	-0.1	-8	-4	-0.1	-7	-1	-0.4	13	-1
CCn1c(CNC(=O)c2ccccc2OC)nnc1SCC(=O)c1ccc(F)cc1	1.3	-17	-9	1.3	-1	17	0.3	0	-14
O=Cc1ccc(O)c(O)c1	0.4	-6	-1	-0.4	1	9	0.3	-9	-13
O=C(Nc1nnc(-c2ccc(Cl)cc2)o1)c1ccccc1Br	0.1	-2	0	1.8	-8	5	0.4	-30	-13
O=C(NNC(=O)c1ccc(Oc2ccc(C3SCCS3)cc2)o1)c1ccc(Cl)cc1	6.2	5	-7	10	-19	4	5.2	0	-17
N#Cc1ccc(S(=O)(=O)NCCc2ccncc2)cc1	x	-10	x	0.5	x	-1	x	-5	x
CN(CC(=O)Nc1cccc(F)c1)C(=O)c1ccc(N2CCCCC2)c([N+](=O)[O-])c1	7.4	4	-16	8.1	8	-2	8.7	18	x
Cc1c(Cl)cccc1-n1nnnc1-c1cccs1	2.1	-6	-13	0.5	-7	14	-2.2	7	-11
Nc1c(C(=O)NCc2ccc3c(c2)OCO3)nnn1CC(=O)Nc1ccc(Br)cc1	1.5	-2	-3	1.1	-3	11	1.1	-9	2
O=C(CSc1nccc(-c2cccs2)n1)Nc1cccc(Cl)c1	-0.7	-7	-13	2.6	-11	16	-2.2	0	-2
COc1cc(C2Nc3ccc4ccccc4c3C3=C2C(=O)CC(C)(C)C3)ccc1OCC(=O)O (stereo not drawn)	0.3	-8	-7	0.3	-15	18	-1.1	-12	6
CSC[C@H]1CN(c2ccccc2)C(=O)[C@@H]1CC(=O)Nc1ccc(Br)cc1	x	-11	x	1.0	x	15	x	-11	x
CCc1c(O)nc(N2CCN(Cc3ccccc3)CC2)[nH]c1=O	0.4	8	-7	0.4	4	-5	0.9	2	-1
COc1ccccc1NS(=O)(=O)c1cccc(C(=O)N/N=C/c2ccc(NC(C)=O)cc2)c1	1.7	-16	-1	1.0	-3	23	0.4	-27	6
C[C@@H]1CN([C@@H](C)CO)C(=O)CCCn2cc(nn2)CO[C@H]1CN(C)S(=O)(=O)c1cccc(C#N)c1	x	-9	x	0.3	x	13	x	-5	x
O=C(Nc1ccccc1)OCCN1CCN(Cc2ccccc2)CCC1=O	0.6	-18	-9	0.5	-8	0	1.5	2	-10
CCCCNc1ncnc2c1cnn2-c1ccc(Cl)cc1	-0.4	3	-3	0.2	-21	3	-1.5	-3	15
O=C(OCc1cn([C@@H]2CN(CC3CCCCC3)[C@@H](c3ccc(Cl)cc3)C[C@H]2O)nn1)c1ccccc1	x	-8	x	0.4	x	13	x	-14	x
O=C(CCCCCn1c(=S)[nH]c2ccc(N3CCOCC3)cc2c1=O)NCc1ccccc1Cl	-0.9	-1	-3	0.5	-19	-6	-0.7	-18	-11
CCOC(=O)c1cccc(NC(=S)N2CCN(c3ncc4c(=O)c(C(=O)O)cn(CC)c4n3)CC2)c1	1.5	0	5	-0.1	-17	5	0.8	10	0
Cc1nnc(N2CCCC(C(=O)Nc3cc(F)ccc3F)C2)c2nn(-c3ccccc3)c(C)c12 (stereo not drawn)	-0.5	-15	-22	-1.4	-17	-2	-2.9	x	9
CC(O)[C@H]1CNC(=O)C(=O)N1CCC12CC3CC(CC(C3)C1)C2 (stereo partly drawn)	0.6	-7	-7	0.6	3	18	0.7	14	x
C/C(CC(=O)Nc1cc(Cl)ccc1Cl)=N\NC(=O)c1ccccc1Br	-0.6	-16	-14	1.2	-14	12	-0.7	1	-9
COc1cccc(CNC(=O)C2CCN(S(=O)(=O)c3ccc4c(c3)C(C)(C)C(=O)N4C)CC2)c1	x	-7	x	0.3	x	1	x	-8	x
COc1ccc(/C=N/NS(=O)(=O)c2ccc(C)cc2)cc1	1.6	7	-11	-0.7	-5	-6	0.1	-6	1
COc1cccc(-c2c3c([nH]c(=O)c2C#N)CCc2cc(OC)ccc2-3)c1	1.0	x	1	x	-14	x	1.2	x	4
CCCN(/C=N/c1sc2c(c1C#N)CCCCC2)CCC	-0.8	6	-10	0.2	-5	-3	-1.2	-3	-6
CCOc1ccc(Nc2ccc(N)c(S(=O)(=O)O)c2)cc1	x	-12	x	1.1	x	20	x	4	x
N#C/C(=C\c1c(N2CCC(C(N)=O)CC2)nc2ccccn2c1=O)S(=O)(=O)c1ccccc1	0.0	-12	1	0.1	-11	10	-0.3	11	-9
COc1ccc(/C=C2\SC(=S)N(N3CCOCC3)C2=O)c(OC)c1	0.2	-15	3	0.4	-10	3	1.1	-12	2
Cc1nc2ccccc2n1CC(O)COCC1CC=CCC1 (stereo not drawn)	9.1	-7	-14	7.6	-2	21	9.6	15	9
On1nnc2ccc3ccccc3c21	0.9	-5	-6	0.2	-3	13	1.6	4	-1
O=C(COC(=O)c1cccc(Cl)c1)NC(=O)NCc1ccccc1	1.1	3	-2	-0.3	-2	-3	0.1	-16	x
COc1ccc(S(=O)(=O)N2CCCCCC2)cc1C(=O)N1CCN(c2ccc(F)cc2)CC1	x	-2	x	2.6	x	-8	x	-10	x
O=C(CN1CCc2ccccc2C1)Nc1ccccc1F	-1.0	-2	-19	0.1	-1	-1	-2.1	-14	11
O=C(NCc1ccc(Cl)c(Cl)c1)c1cc(C2CCCCN2C(=O)OCCF)on1 (stereo not drawn)	x	-19	x	0.9	x	10	x	16	x
CCCOCC(O)CC(Cc1ccccc1)C(=O)NN (stereo not drawn)	-0.2	-11	-9	1.0	-25	16	-1.5	-5	-10
O=C(NCCc1ccc(F)cc1)c1coc(=O)c(Br)c1	0.2	-8	-11	0.6	-1	-6	0.0	35	-5
CS(=O)(=O)N(CC(=O)NCc1ccccc1Cl)Cc1ccccc1	1.1	16	-4	0.1	-11	-6	1.1	19	-1
C=CCOc1cc(OC)c(OC)c(OC)c1	0.7	-11	-1	0.3	-1	-14	0.8	-15	-11
Cc1cccnc1NC(=O)c1cc2c(=O)oc3ccccc3c2s1	0.6	-9	-7	0.7	7	11	-0.2	11	-8
Cc1cc(NC(=O)CCCN2C(=O)c3cccc4cccc(c34)C2=O)no1	0.3	-11	2	0.1	-2	2	1.0	-17	-6
COc1cc(NC(=O)c2ccccc2F)c(OC)cc1NC(=O)CN1CCCCC1	-1.1	-4	1	0.7	-13	1	-0.8	-1	-5
CCn1c(-c2ccc(N(C)C)cc2)nc2ccccc21	-0.6	7	-1	0.7	-8	-5	-0.2	3	37*
C=CCN1C(=O)/C(=C2/Sc3ccccc3N2CC)SC1=S	-0.3	-8	-9	-0.1	-7	7	-1.8	-6	-6
COc1ccc(-c2cc(NC=O)c3ncc(-c4cc(OC)c(OC)c(OC)c4)n3c2)cc1	x	-2	x	0.8	x	-2	x	-1	x
Cc1cc(-c2cc(C(=O)NCc3ccccc3)on2)nc(NCC2CC2)n1	4.6	1	-4	1.3	-30	-4	2.7	1	x

Compound profiles, from the list above. Order of screens: V1R ag counter | CHO-K1 Ca antag | OXTR potentiator | M1 ag parental | CHO parental Ca | M1 PAM parental | OXTR agonist | TAAR1 antag | GPR7 antagonist
CS(=O)(=O)N(CC(=O)NCc1ccccc1Cl)Cc1ccccc1 as listed: 1.1 | 16 | -4 | 0.1 | -11 | -6 | 1.1 | 19 | -1
COc1cc(NC(=O)c2ccccc2F)c(OC)cc1NC(=O)CN1CCCCC1 as listed: -1.1 | -4 | 1 | 0.7 | -13 | 1 | -0.8 | -1 | -5
Cc1cc(-c2cc(C(=O)NCc3ccccc3)on2)nc(NCC2CC2)n1 as listed: 4.6 | 1 | -4 | 1.3 | -30 | -4 | 2.7 | 1 | x

Continuation.
SMILES	V1R ag counter	CHO-K1 Ca antag	OXTR potentiator	M1 ag parental	CHO parental Ca	M1 PAM parental	OXTR agonist	TAAR1 antag	GPR7 antagonist
CC(C)(CO)Nc1ccc([N+](=O)[O-])cc1[N+](=O)[O-]	1.7	-9	-13	1.4	1	6	2.0	-14	-4
O=C(CSc1ncccc1-c1nc2ccccc2[nH]1)N1CCN(c2ccccc2F)CC1	-0.7	-20	-6	2.4	-35	-2	-1.6	-1	-13
COc1ccc(NC(=O)C2(c3cccs3)CCOCC2)cc1	-0.9	-4	1	0.7	-1	-10	0.4	-24	-11
Cc1cnc(CN(C)Cc2nc(Cc3cccc(C(F)(F)F)c3)no2)[nH]1	1.3	-11	-4	0.7	-30	17	-0.1	-18	5
COC(=O)c1ccc(NC(=O)COc2ccc([N+](=O)[O-])cc2)cc1	2.8	-8	-13	1.8	1	15	-0.6	-49	13
CCOC(=O)CNC(=O)CSc1nc2cccnc2n1Cc1ccccc1	-0.1	-5	0	0.5	-14	15	-1.0	15	-8
CC(C#N)N1CCN(S(=O)(=O)c2ccc3c(c2)CCC3)CC1 (stereo not drawn)	0.3	-7	-5	0.1	-6	8	-0.6	-13	x
Cc1nc([N+](=O)[O-])c(Br)n1Cc1ccc(Cl)c(Cl)c1	x	-12	x	2.1	x	13	x	37	2
CN1CCN(C(=O)c2ccc3c(c2)OCCO3)CC1	1.2	-5	-9	0.5	-4	12	-0.6	-7	-7
CN(CC(=O)Nc1ccc(F)cc1)C(=O)c1cc([N+](=O)[O-])ccc1N1CCOCC1	-0.3	2	-9	0.2	-8	-11	-0.3	-26	x
COc1ccc2nc(/C=N/NC(=O)[C@H](C)NC(=O)OC(C)(C)C)ccc2c1	-0.1	x	-2	x	-13	x	-0.8	x	-9
Cc1ccc(C(=O)c2ccc(C)cc2)cc1	-1.2	-2	-2	-0.6	-7	4	-2.7	-12	-8
CC1(CCC(=O)O)C(=O)CCC2C1CCC1(C)C2CCC1(C)O (stereo not drawn)	x	1	x	0.3	x	-8	x	-2	x
COCc1[nH]nc2c1C(c1cc(OC)c(O)c(OC)c1)C(C#N)=C(N)O2 (stereo not drawn)	1.2	-9	1	0.6	-6	20	0.9	-8	0
COc1ccc(-c2cc(C(=O)N3CCN(C(=O)c4ccccc4F)CC3)[nH]n2)cc1	1.1	-5	-3	1.4	-6	14	0.8	3	8
Cc1cc(C(=O)NCc2ccccc2Cl)c2ccccc2n1	3.3	-7	-12	4.1	-19	-9	1.1	13	-3
O=C(CN1CCOCC1)Nc1ccc(OC(F)(F)F)cc1	0.4	9	-4	-0.2	-5	-8	-0.4	5	-2
